Screens: PubChem, National Center for Advancing Translational Sciences (NCATS)
TSHR antag: human thyrotropin receptor antagonism; actives 0.2% (n = 330,000); TSHR-expressing cells, TSH-stimulated cAMP HTRF, 2 h; active compounds read low; activity change, negative = inhibition, % at 11.5 µM; P16473;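 active means activity change below a set negative limit, meaning inhibition stronger than a set level, cut at about -70% in these data; inconclusive means activity change between two set negative limits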; further: on the % scale 0 is the no-effect control and ±100 the full control effect
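Read-out is FRET at 665 nm (cryptate excitation 337 nm) from a cryptate-tagged anti-cAMP antibody, competed by cell cAMP against cAMP-d2. Compounds are tested on freshly harvested TSHR cells challenged with 4nM TSH (EC80) for 2 hours at 37 deg C.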
Menin-MLL TR inh: inhibitors of human menin-MLL interaction, mutant MLL peptide. actives 0.23% (n = 270,000). Potency, µM (doses to about 61.6 µM), for inactives: at the top dose FP activity change, negative = inhibition, usual class: inhibitors. Menin + Texas Red MLL mutant peptide, fluorescence polarization. AID 1768. O00255; active means well fitted inhibition curve with a large enough effect in the polarisation, with a control signal flat, not every such curve was filed as active; inconclusive means small, poorly fitted or top-dose-only effect, or effect the other way, or a change in a side signal; inactive means no such curve, though single readings can be large or run the other way; the % refers to the polarisation; further: potency means the concentration at half of the fitted maximal effect; % of control where 0% means no effect; many of its hits are not listed in these tables
AT treatment: potential ataxia-telangiectasia treatment | […] A-T fibroblasts, KAP-1 phosphorylation AlphaLISA; neocarzinostatin DNA damage 30 min before lysis | Potency, µM (highest dose often 57.5 µM), for the others: top-dose activation, hits mostly activators | AID 485349 | actives 0.19% (n = 320,000); further: potency means the concentration at half of the fitted maximal effect; % of control where 0% means no effect; nearly all actives have a fitted effect of over 45% in size
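ATM-like activity read as KAP-1 phosphorylation via AlphaLISA donor/acceptor antibody pairs after lysis and 6 hr at 25C. Cells were ATM-null patient fibroblasts ([…], hTERT), dosed 60 min, then exposed to the DSB inducer NCS for 30 min.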
TCR activator: activates T cell receptor signaling; primary human leukocytes, anti-CD3, IL-2 HTRF, 48 h; Potency, µM (highest dose often 9.22 µM), for inactives: top-dose activation of IL-2 secretion, actives largely listed as activators; 330,000 tested, under 10 active; further: % of control where 0% means no effect
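Human primary leukocytes + a-CD3 beads + cpd, 48 hr; IL-2 in supernatant by HTRF (ex 320nm / em 665nm). No co-stimulatory signal supplied.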
Mito fusion act: blocks mitochondrial division or promotes mitochondrial fusion; Potency, µM (doses to about 46.1 µM), for the others: at the top dose growth rescue (activation), hits mostly activators; AID 485298; actives 0.23% (n = 320,000); S. cerevisiae fusion-defective mutant growth rescue, CellTiterGlo 48 h;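 further: potency means the concentration at half of the fitted maximal effect; % of control where 0% means no effect; nearly all actives have a fitted effect of over 45% in size; temperature-sensitive fusion mutants such as fzo1-1 at 37 °C on non-fermentable ethanol glycerol medium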
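Growth-rescue viability read-out: after 48 h at the non-permissive 37C in glycerol/ethanol YPEG, yeast mitochondrial fusion mutants are measured by CellTiterGlo luminescence; compounds (23 nl pinned per well) restoring growth score as division inhibitors or fusion activators.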
a7 integrin act: activators of alpha7 integrin expression for muscular dystrophy | actives 0.064% (n = 350,000) | Potency, µM (titrated, usually from 38.3 µM), for the others: top-dose activation, usual class: activators | alpha7betagal myoblasts, beta-gal FDG fluorescence, 48 h;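 further: potency means the concentration at half of the fitted maximal effect; 100% = response of the positive control SU9516; nearly all actives have a fitted effect of over 60% in size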
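alpha7betagal+/- myoblasts (passage 13, 250/well) treated 48 h at 37C with compounds at 1:260 dilution of DMSO stock. Lysed, then beta-galactosidase activity read as FDG fluorescence (ex 480/em 540) after 30 min, with pre-read for autofluorescence.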
MBNL1-CUG inh: inhibitors of human MBNL1 binding to CUG repeat RNA; Q9NR56; TR-FRET MBNL1-His/biotin-(CUG)12 binding, 665/545 ratio; Potency, µM (top dose mostly 57.5 µM), for the others: at the highest dose activity change, negative = inhibition, actives largely listed as inhibitors; actives 0.036% (n = 280,000); active means well fitted inhibition curve with a large enough effect in the signal ratio, with a control signal flat, not every such curve was filed as active; inconclusive means small, poorly fitted or top-dose-only effect, or effect the other way, or a change in a side signal; inactive means no such curve, though single readings can be large or run the other way; the % refers to the signal ratio; further: potency means the concentration at half of the fitted maximal effect; on the % scale 0 is the no-effect control and ±100 the full control effect
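TR-FRET readout: Ex 340 nm, 665/545 nm emission ratio, normalized to buffer-only (basal) and MBNL1-(CUG)12 controls. Complex of MBNL1-His with Biotin-(CUG)12, compounds 92 nM–58 uM, incubated 60 min at room temperature.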
PTAP TSG101 blk: blocks PTAP/TSG101 interaction to inhibit HIV-1 budding; 340,000 tested, under 10 active; Potency, µM (doses to about 115 µM), for inactives: at the top dose activity change, negative = inhibition, usual class: inhibitors; Fluorescence polarization, FITC-PTAP peptide / Tsg101 binding; AID 493005; Q99816; active means well fitted inhibition curve with a large enough effect in the main read-out, with a control signal flat, not every such curve was filed as active; inconclusive means small, poorly fitted or top-dose-only effect, or effect the other way, or a change in a side signal; inactive means no such curve, though single readings can be large or run the other way; further: potency means the concentration at half of the fitted maximal effect; % of control where 0% means no effect
Target sequence (Q99816 whole entry, looked up): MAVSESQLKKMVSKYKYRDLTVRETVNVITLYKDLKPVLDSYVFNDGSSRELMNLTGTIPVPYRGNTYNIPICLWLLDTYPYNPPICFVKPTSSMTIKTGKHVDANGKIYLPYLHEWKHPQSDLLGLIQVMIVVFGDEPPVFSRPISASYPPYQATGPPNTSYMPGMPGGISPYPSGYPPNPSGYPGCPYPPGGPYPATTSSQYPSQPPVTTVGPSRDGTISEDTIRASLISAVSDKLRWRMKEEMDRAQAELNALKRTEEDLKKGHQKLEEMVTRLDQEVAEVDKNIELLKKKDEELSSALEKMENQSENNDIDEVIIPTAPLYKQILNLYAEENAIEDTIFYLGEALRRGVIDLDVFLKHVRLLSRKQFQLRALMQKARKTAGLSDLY
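Compounds were pin-transferred onto Tsg101 binding domain (10 uM final) in HEPES pH 7.5 buffer, then FITC-PTAP peptide was added at 50 nM final. After 20 min at RT, polarization reported peptide displacement across a qHTS concentration series.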
ASM inhibitor: human S-ASM enzyme inhibition; Potency, µM (doses to about 57.5 µM), for inactives: at the top dose activity change, negative = inhibition, usual class: inhibitors; AID 504937; actives 0.006% (n = 340,000); placental ASM, HMU-PC fluorogenic substrate, 60 min; P17405; further: potency means the concentration at half of the fitted maximal effect
Target sequence (P17405 47-631 limits assumed): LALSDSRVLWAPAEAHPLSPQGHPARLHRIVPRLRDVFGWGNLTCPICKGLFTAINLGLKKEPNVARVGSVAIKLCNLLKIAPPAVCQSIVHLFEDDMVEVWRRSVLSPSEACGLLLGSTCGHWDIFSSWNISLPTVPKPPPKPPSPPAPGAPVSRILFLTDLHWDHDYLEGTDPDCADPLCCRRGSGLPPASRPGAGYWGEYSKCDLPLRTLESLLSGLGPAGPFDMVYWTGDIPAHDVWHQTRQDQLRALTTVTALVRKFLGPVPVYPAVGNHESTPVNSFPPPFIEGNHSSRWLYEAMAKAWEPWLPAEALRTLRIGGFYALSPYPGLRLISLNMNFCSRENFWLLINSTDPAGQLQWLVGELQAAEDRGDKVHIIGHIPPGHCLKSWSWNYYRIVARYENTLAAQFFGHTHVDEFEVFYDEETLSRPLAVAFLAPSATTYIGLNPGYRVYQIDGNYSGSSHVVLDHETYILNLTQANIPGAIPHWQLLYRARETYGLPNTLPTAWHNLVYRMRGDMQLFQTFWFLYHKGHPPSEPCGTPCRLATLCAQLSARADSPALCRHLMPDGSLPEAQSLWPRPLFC
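HMU-PC0 cleavage (9 uM final) by human placental ASM, 60 min at 37 °C following 10 min compound exposure at RT; stopped at pH 10, fluorescence Ex 386/Em 447 nm.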
MLL CXXC-DNA inh: MLL CXXC-DNA interaction inhibition; actives 0.037% (n = 290,000); MLL-CXXC / FITC-HOXA9 DNA fluorescence polarization; Q03164; AID 2662; Potency, µM (top dose mostly 115 µM), for the others: at the top dose activity change, negative = inhibition, most hits filed as inhibitors; active means well fitted inhibition curve with a large enough effect in the polarisation, with a control signal flat, not every such curve was filed as active; inconclusive means small, poorly fitted or top-dose-only effect, or effect the other way, or a change in a side signal; inactive means no such curve, though single readings can be large or run the other way; the % refers to the polarisation; further: potency means the concentration at half of the fitted maximal effect
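Steps: dispense CXXC domain solution (7 uM) → pin compounds or unlabeled HOX-A9 DNA control → 5 min ambient → add FLSN-HOX-A9 solution (50 nM) → spin → 30 min ambient → fluorescence polarization. Tris pH 7.5/NaCl/DTT/BSA buffer.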
Starred values were filed as active, the others as inactive; ? = inconclusive; . = no result given; [ ] = dose if it differs, or a comment. Unless noted, the call rests on the fitted dose curve; in most records, active means well fitted curve in the direction sought with a large enough effect; inconclusive means small, poorly fitted or top-dose-only effect, or another doubt; inactive means no such curve, though single readings can be large; an effect the other way counts as inactive or inconclusive.

SMILES | TSHR antag | Menin-MLL TR inh | AT treatment | TCR activator | Mito fusion act | a7 integrin act | MBNL1-CUG inh | PTAP TSG101 blk | ASM inhibitor | MLL CXXC-DNA inh
Cc1c(C(=O)O)sc2ncn(C)c(=O)c12 | -2 | -12% | -10% | 1% | 0% | 6% | 0% | -4% | -2% | 7%
O=C(/C=C/c1ccc([N+](=O)[O-])cc1)N1CCN(Cc2ccccc2)CC1 | -6 | -13% | 2% | -5% | 2% | 14% | ? | -3% | -2% | 4%
Cn1nc(C(=O)Nc2sccc2C(N)=O)ccc1=O | 0 | 13% | -5% | 3% | 2% | 15% | ? | -7% | -1% | 2%
O=C(COC(=O)c1ccccc1)Nc1cc(Cl)ccc1Oc1ccccc1 | -2 | 4% | 21% | -12%[46.1 µM] | 7% | 0% | -10% | -1% | -2% | -2%
Cc1cccc(N2C(=O)CC(Sc3nnc(C)s3)C2=O)c1 (centres undefined) | 23 | 0% | -3% | 6%[46.1 µM] | -15% | -68%[inhibitor] | 4% | 0% | 1% | -4%
COc1ccccc1C(=O)NCC(=O)OC(C)C(=O)NC1CCCCC1C (centres undefined) | -1 | . | 0% | -1% | -1% | -26% | . | -4% | 4% | .
CCOC(=O)C(=O)Nc1sc(C(=O)N2CCOCC2)c(C)c1C#N | -2 | 0% | 6%[11.5 µM] | -3% | -2% | 6% | 2% | -4% | 14% | -6%
CCN1C(=O)C(CC(=O)NC)N(NC(=O)c2ccccc2)C1=S (centres undefined) | 16 | 2% | 7% | -5%[46.1 µM] | 12% | 3% | ? | 1% | 2% | 0%
Cc1[nH]c(=S)sc1Cc1ccc(F)cc1 | -11 | -4% | -9% | 2%[46.1 µM] | 7% | -9% | ? | -1% | 5% | 21%
O=C(c1ccc(F)cc1F)N1CCN(c2n[nH]c(=O)[nH]c2=O)CC1 | 7 | 8% | 2% | -3% | 3% | 15% | -7% | -3% | -2% | ?
CN1CCN(c2ccc([N+](=O)[O-])cc2S(=O)(=O)N2CCOCC2)CC1 | -19 | -12% | 5% | 0% | -1% | -9% | ? | -4% | 0% | 1%
COc1ccc(C(CC(=O)O)NC(=O)C2CCCCC2)cc1 (centres undefined) | 25 | ? | 3% | 2% | 1% | 15% | -3% | -6% | 3% | -2%
Cc1ccc2c(C)c(C(=O)Nc3cccnc3)oc2c1C | . | . | . | 0% | . | 4% | . | -3% | -7% | .
O=C(COC(=O)CCC(=O)c1cccs1)NC(=O)c1ccc(OC(F)F)cc1 | -4 | -21% | 6% | 5% | -2% | -1% | 1% | 0% | 1% | -2%
COc1cc(/C=C(\C#N)c2ccccn2)ccc1OCC(=O)Nc1c(Cl)cccc1Cl | -2 | ? | -5% | -3%[46.1 µM] | 11% | 9% | 17% | 0% | 25% | 3%
COc1ccc(N(CC(=O)Nc2cccc3ccccc23)S(C)(=O)=O)c(OC)c1 | 13 | -1% | -10% | -9% | 1% | 24% | 10% | 0% | 4% | 13%
CN(C)S(=O)(=O)c1ccc(N2CCCC2)c(C(=O)NNC(=O)c2ccccc2)c1 | -8 | . | 1% | -6% | 0% | 15% | . | -4% | 5% | .
O=C(Cc1ccc(S(=O)(=O)N2CCOCC2)s1)N1CCN(S(=O)(=O)c2cccc([N+](=O)[O-])c2)CC1 | -1 | . | 4% | -2% | 5% | -20% | . | -1% | 1% | .
COCCn1c(C)cc(C(=O)CN2C(=O)NC3(CCCCCCC3)C2=O)c1C | 2 | 1% | 2% | 1% | -5% | 8% | 3% | -7% | -1% | 0%
CS(=O)c1ccccc1O (centres undefined) | -3 | 0% | -2% | 1% | 1% | 22% | -6% | 1% | 1% | 7%
CN(C)C(CNC(=O)c1cccc(OC(F)F)c1)c1ccco1 (centres undefined) | -5 | -9% | 1% | -3%[46.1 µM] | -1% | 7% | . | 0% | 15% | 2%
COc1ccc(CC(=O)N2CCN(c3ccc(F)cc3)CC2)cc1 | 48 | -6% | 12% | -5% | 3% | 17% | 1% | 2% | -1% | -5%
CCCCCC(O)CCC(=O)NNC1=CC(=O)CC(C)(C)C1 (centres undefined) | -1 | -4% | 1% | 0% | 3% | 13% | -2% | 2% | 0% | 3%
CCCCCCCCN1[C@@H](CC(=O)OCC)c2ccc(C(F)(F)F)cc2S1(=O)=O | . | . | . | -2% | . | -10% | . | 1% | -9% | .
COc1cc(C2C(C(=O)c3cc4ccccc4o3)=C(O)C(=O)N2CCN2CCOCC2)ccc1OCCC(C)C (centres undefined) | 11 | -6% | 6% | 2% | -2% | -9% | 43%[activator] | 1% | -2% | ?
Cc1ccc(C(=O)N/C(=C\c2ccc(F)cc2)C(=O)NCCCn2ccnc2)cc1 | -5 | . | -2% | -3% | 2% | 15% | 0% | -3% | 0% | -2%
Cn1c(=O)c([N+](=O)[O-])c(NCc2ccc3c(c2)OCO3)c2ccccc21 | -5 | . | -4% | -2% | 3% | -11% | ? | -4% | -5% | 0%
COc1ccc(CCNS(=O)(=O)c2c(N)n(C)c(=O)n(C)c2=O)cc1OC | 3 | 5% | 1% | 0% | 4% | -16% | 4% | -4% | -1% | 8%
Cc1cc(Cl)c2oc(C(=O)N(C)CC3CCOCC3)c(C)c2c1 | 6 | -11% | 1% | -3% | 23% | 16% | -6% | -5% | -4% | 7%
CN1CCN(CCC(=O)N/N=C/c2ccccc2F)CC1 | 5 | . | 5% | 4% | -1% | -3% | -9% | -1% | -3% | -11%
C=CCN1C(=O)c2ccc(C(=O)N3CCN(S(=O)(=O)c4ccc(C(C)C)cc4)CC3)cc2C1=O | -12 | . | -1% | 0% | -2% | 7% | . | -7% | -4% | .
CCN1CCN(c2ccc(S(=O)(=O)N3CCOCC3)cc2NC(=O)/C=C/c2ccc(C)cc2)CC1 | -5 | . | 0% | 4% | 0% | -1% | . | -5% | . | .
O=C(Cn1c(C(=O)N2CCN(C3CCCC3)CC2)cc2sccc21)c1ccccc1 | -8 | -6% | 5% | . | -3% | -3%[7.66 µM] | -6% | -11% | 0% | 0%
CCN(Cc1cccs1)C(=O)c1cccc(S(=O)(=O)N2CCN(C)CC2)c1 | -7 | . | 13% | -4% | 0% | -33% | . | -6% | 5% | .
NC(=O)c1ccsc1NC(=O)CCS(=O)(=O)c1ccccc1 | -6 | 12% | 3% | 2% | 9% | -45% | -10% | 2% | 3% | 0%
CC(C)(C)OC(=O)N1CCC[C@H]1C(=O)Nc1ccc(Br)cc1 | 2 | -15% | 3% | 1% | 11% | -14% | 1% | -12% | -1% | -9%
C=CCNC(=O)C1CC(=O)N(c2ccc(OCC(=O)Nc3ccc(Cl)cc3)cc2)C1 (centres undefined) | -16 | ? | -2% | -6% | -4% | -14% | 0% | -6% | -1% | 8%
Cc1cccnc1NC(=O)c1ccc(S(=O)(=O)NCc2ccco2)cc1 | 22 | . | -3% | 1% | -3% | -10% | . | -2% | 3% | .
O=C(NC1CCCCC1)C(c1ccco1)N(C(=O)c1csnn1)c1cccc(F)c1 (centres undefined) | 21 | 11% | -6% | 3% | 4% | 20% | -4% | ? | -2% | 25%
Cc1ccc(/C=C/C(=O)NC(=S)N2CCN(C)CC2)cc1 | 0 | -6% | 3% | 0% | -8% | -6% | . | 0% | 7% | -9%
COc1ccc(C(=O)Nc2ccc(NC(C)=O)cc2)cc1S(=O)(=O)N1CCCC1 | 1 | . | -11% | . | -3% | -19% | . | -17% | -2% | .
O=C(O)CNS(=O)(=O)c1cccc(Cl)c1 | -3 | . | 3% | 3% | 1% | -29% | 0% | -2% | 3% | 11%
Cc1c(Cc2ccccc2)c(=O)oc2c(O)c(O)ccc12 | -4 | 0% | -1% | 0% | 28% | -28% | 20% | -4% | 1% | -18%
CCOC(=O)C1CCN(C(=O)C2CCN(S(=O)(=O)c3cccc4cccnc34)CC2)CC1 | -18 | 2%[11.7 µM] | 1% | . | 9% | . | 1% | . | . | 2%
O=C(Cn1ncn2c(cc3sccc32)c1=O)NC1CCCC1 | -13 | . | 0% | 4% | -1% | 9% | 1% | 6% | 5% | 32%[activator]
COc1ccccc1CNC(=O)COc1cccc(-n2cnnn2)c1 | -7 | . | 1% | -7% | 3% | 0% | . | 2% | -4% | .
CSC1=NSC2=NC(=O)/C(=C/c3coc4ccc(O)cc4c3=O)C(=N)N12 | -30 | 41%[activator] | -11% | -6%[46.1 µM] | 1% | -20% | 6% | ? | -8% | ?

Not all compounds are listed; rates above refer to the full screens.
